Screening data (PubChem BioAssay)
PKM2 act: qHTS Assay for Activators of Human Muscle isoform 2 Pyruvate Kinase | Pyruvate kinase PKM (Homo sapiens), P14618 | purified PKM2, Kinase-Glo ATP luminescence, activation; response scale: 0% is enzyme alone, no compound | Potency, µM (highest dose often 57.5 µM), inactives show at the top dose activation, usual class: activators | hit rate 0.34% among 260,000; also: potency is read from the fitted curve at half-maximal effect; % is scaled to controls: 0 for no effect and ±100 for the full control effect; nearly all actives have a fitted effect of over 55% in size
Target sequence (P14618 whole entry, looked up, canonical isoform): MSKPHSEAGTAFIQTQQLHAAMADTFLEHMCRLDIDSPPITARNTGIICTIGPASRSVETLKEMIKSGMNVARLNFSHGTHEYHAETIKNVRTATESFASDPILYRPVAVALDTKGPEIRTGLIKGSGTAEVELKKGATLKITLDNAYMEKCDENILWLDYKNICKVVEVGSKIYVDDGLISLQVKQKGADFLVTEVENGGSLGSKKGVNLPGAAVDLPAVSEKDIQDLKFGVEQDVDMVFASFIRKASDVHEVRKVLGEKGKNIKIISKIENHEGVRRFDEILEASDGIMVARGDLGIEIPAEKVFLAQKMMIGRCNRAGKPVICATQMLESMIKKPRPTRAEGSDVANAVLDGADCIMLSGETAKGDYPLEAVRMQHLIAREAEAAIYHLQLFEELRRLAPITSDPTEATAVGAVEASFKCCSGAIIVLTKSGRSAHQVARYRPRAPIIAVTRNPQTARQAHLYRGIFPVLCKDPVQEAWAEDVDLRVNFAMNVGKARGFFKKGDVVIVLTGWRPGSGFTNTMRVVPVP
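hPK-M2, >95% pure; 0.1 mM ADP / 0.5 mM PEP final; imidazole pH7.2 buffer w/ 7 mM MgCl2, 50 mM KCl; 1 h RT; Kinase-Glo lum. Intermediate enzyme activity for dual inhibitor/activator qHTS.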
TRPV1 ag: HTS Assay for Compounds that Act as Agonists of the Vanilloid Receptor 1; TRPV1-expressing cells, Fluo-8 calcium influx, agonist mode; activation, % at 8.33 µM; hit rate 0.19% among 320,000; AID 540275, 2011; in the data active = activation above about 80%; inconclusive = between about 30% and that limit; also: 0% is about no effect
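TRPV1-expressing cells were cultured overnight at 35.5C and loaded with Fluo-8 calcium dye for 40 to 90 min at room temperature. After a 10 s baseline, compound was added and calcium influx was read kinetically for 3 min (ex 480/em 520 nm).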
B2AR arrestin: qHTS assay of beta-arrestin-biased ligands of beta2-adrenergic receptor; beta-arrestin recruitment to beta2AR, cell-based reporter; hit rate 0.02% among 330,000; Beta-2 adrenergic receptor (Homo sapiens), P07550; Potency, µM (top dose mostly 46.1 µM), without a hit: top-dose activation, most hits filed as activators;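 also: potency is read from the fitted curve at half-maximal effect; 0% = DMSO controls and full agonism = EC100 isoproterenol or metaproterenol; nearly all actives have a fitted effect of over 65% in size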
Giardia kill: Small Molecules that selectively kill Giardia lamblia: qHTS; hit rate 0.15% among 340,000; activity change, % at 7.66 µM, hits read low; Giardia lamblia trophozoite viability; in the data active = activity change below about -80%; inconclusive = between about -30% and that limit;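 also: parasites exposed to compound for two days anaerobically before the ATP read; % is scaled to controls: 0 for no effect and ±100 for the full control effect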
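Giardia lamblia trophozoites (100 cells/well) were incubated with compounds for 48 h at 37 deg C under anaerobic conditions. Viability was read as ATP content by one-step luminescence after 15-30 min at room temperature.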
hERG WT inh: qHTS for Inhibitors of KCHN2 3.1: Wildtype qHTS. Voltage-gated inwardly rectifying potassium channel KCNH2 (Homo sapiens), Q12809. U2OS, BacMam KCNH2, thallium flux FluxOr; stronger effect = lower value. activity change, % at 1.84 µM. hit rate 0.37% among 340,000. AID 720551, 2013;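 active = maximum activity change below -70%; inconclusive = maximum activity change between -70% and -50%; inactive = maximum activity change above -50%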; also: % is scaled to controls: 0 for no effect and ±100 for the full control effect
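U2OS cells transduced with wild-type KCNH2 virus are loaded with FluxOr dye for 45 min, and thallium flux is measured in kinetic reads before and after stimulation buffer. Rate constants are normalized to DMSO controls.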
MLL CXXC-DNA inh: qHTS Fluorescence Polarization Assay for Inhibitors of MLL CXXC domain - DNA interaction | Histone-lysine N-methyltransferase 2A (Homo sapiens), Q03164 | MLL-CXXC / FITC-HOXA9 DNA fluorescence polarization | Potency, µM (titrated, usually from 115 µM), for inactives: at the top dose activity change, negative = inhibition, hits mostly inhibitors | hit rate 0.037% among 290,000 | AID 2662, 2010; active = well fitted inhibition curve with a large enough effect in the polarisation, with a control signal flat, not every such curve was filed as active; inconclusive = small, poorly fitted or top-dose-only effect, or effect the other way, or a change in a side signal; inactive = no such curve, though single readings can be large or run the other way; the % refers to the polarisation; also: potency is read from the fitted curve at half-maximal effect
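Steps: dispense CXXC domain solution (7 uM) → pin compounds or unlabeled HOX-A9 DNA control → 5 min ambient → add FLSN-HOX-A9 solution (50 nM) → spin → 30 min ambient → fluorescence polarization. Tris pH 7.5/NaCl/DTT/BSA buffer.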
Menin MLL FP TR: qHTS Assay for Inhibitors Targeting the Menin-MLL Interaction in MLL Related Leukemias: Competition With Texas Red Labeled MLL-derived Mutant Peptide. Potency, µM (doses to about 61.6 µM), for inactives: at the top dose FP activity change, negative = inhibition, usual class: inhibitors. O00255. Menin + Texas Red MLL mutant peptide, fluorescence polarization. hit rate 0.23% among 270,000; active = well fitted inhibition curve with a large enough effect in the polarisation, with a control signal flat, not every such curve was filed as active; inconclusive = small, poorly fitted or top-dose-only effect, or effect the other way, or a change in a side signal; inactive = no such curve, though single readings can be large or run the other way; the % refers to the polarisation; also: potency is read from the fitted curve at half-maximal effect; % of control where 0% means no effect; many of its hits are not listed in these tables
USP2a block: qHTS Assay for Inhibitors of Ubiquitin-specific Protease USP2a Using CHOP2 as the Reporter | hit rate 0.01% among 330,000 | Potency, µM (titrated, usually from 38.3 µM), inactives show at the highest dose activity change, negative = inhibition, usual class: inhibitors | USP2 core, Ub-CHOP2 coupled fluorogenic reporter, 485/531;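 also: potency is read from the fitted curve at half-maximal effect; plate controls were DMSO wells for no effect and full inhibition by NEM control for full effect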
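Deubiquitinase activity read as fluorescence (485/531 nm) after Ub-CHOP2 cleavage activates the enterokinase reporter on its substrate; USP2 core 10nM, Ub-CHOP2 and substrate 25nM each, 30min compound preincubation then 60min RT; data normalized to NEM, curves fitted.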
GALK inhibitor: qHTS Assay for Inhibitors of Human Galactokinase (GALK) | Potency, µM (top dose mostly 57.5 µM), without a hit: at the top dose activity change, negative = inhibition, most hits filed as inhibitors | hit rate 0.007% among 270,000 | Purified GALK, Kinase-Glo residual ATP luminescence; also: potency is read from the fitted curve at half-maximal effect; % is scaled to controls: 0 for no effect and ±100 for the full control effect
Target sequence (P51570 whole entry, looked up): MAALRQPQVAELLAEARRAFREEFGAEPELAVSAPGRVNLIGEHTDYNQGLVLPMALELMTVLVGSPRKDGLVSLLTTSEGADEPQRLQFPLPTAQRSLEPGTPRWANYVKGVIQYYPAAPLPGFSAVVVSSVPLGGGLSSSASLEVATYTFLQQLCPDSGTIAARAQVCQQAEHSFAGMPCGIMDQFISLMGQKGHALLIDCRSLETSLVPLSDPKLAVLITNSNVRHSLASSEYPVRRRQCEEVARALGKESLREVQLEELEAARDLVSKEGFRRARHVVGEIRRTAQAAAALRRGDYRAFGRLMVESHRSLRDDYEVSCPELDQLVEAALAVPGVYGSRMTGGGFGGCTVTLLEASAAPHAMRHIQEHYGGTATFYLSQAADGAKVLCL
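GALK at 5 nM final was combined with compound, 35 uM ATP and 100 uM galactose in HEPES pH8.0 with MgCl2 and DTT. The reaction ran one hour at room temperature before luminescent ATP detection.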
KCNH2 3.1 block: qHTS for Inhibitors of KCHN2 3.1: Mutant qHTS. Potassium voltage-gated channel subfamily H member 2, brain isoform KCNH2 3.1 (human). U2OS KCNH2 3.1, thallium flux FluxOr; stronger effect = lower value. activity change, % (tested at about 1.8 µM). hit rate 0.95% among 340,000;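 active = maximum activity change below -70%; inconclusive = maximum activity change from -70% to -50%; inactive = maximum activity change above -50%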;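 also: thallium influx rate constant from kinetic fluorescence after stimulation buffer; % is scaled to controls: 0 for no effect and ±100 for the full control effect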
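Virally transduced U2OS (3.1 isoform, 4 h infection in dark at RT) → overnight 37 C → FluxOr + Red40 in HBSS/HEPES, 45 min → stimulation buffer, 2 min kinetic read → rate constant vs DMSO controls.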
Coupling enz: qHTS Assay for Inhibitors of Fructose-1,6-bisphosphate Aldolase from Giardia Lamblia: Coupling assay counterscreen | hit rate 0.67% among 290,000 | activity change, negative = inhibition, % at 58.2 µM, hits read low | coupling enzyme system counterscreen, AmpLite Red fluorescence; in the data active = activity change below about -30%; also: % is scaled to controls: 0 for no effect and ±100 for the full control effect
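Counterscreen of the coupled detection system alone, without aldolase: glyceraldehyde-3-phosphate coupling enzymes plus AmpLite Red readout. Compounds at 57.5 uM final, 10 min RT preincubation, 20 min RT reaction, fluorescence 525/598 nm.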
* hit, by the source's call; ? = inconclusive; . = not tested or not shown; [ ] = dose if it differs, or a comment. Unless noted, calls follow the shape of the dose curve; as a rule, active = well fitted curve in the direction sought with a large enough effect; inconclusive = small, poorly fitted or top-dose-only effect, or another doubt; inactive = no such curve, though single readings can be large; an effect the other way counts as inactive or inconclusive. Not all compounds are listed, so the mix of outcomes need not match the whole.

SMILES	PKM2 act	TRPV1 ag	B2AR arrestin	Giardia kill	hERG WT inh	MLL CXXC-DNA inh	Menin MLL FP TR	USP2a block	GALK inhibitor	KCNH2 3.1 block	Coupling enz
CCc1noc(C)c1C(=O)Nc1cc(S(=O)(=O)N2CCOCC2)ccc1N1CCN(CC)CC1	.	0	-0.1%	2	-1	.	.	1%	.	-7	.
CCOc1ccccc1NC(=O)Nc1ccc2c(c1)OCO2	-23%	17	-0.3%	0	0	-2%	34%[activator]	-5%	2%	-1	0
CC1CC1C(=O)Nc1cc(C(F)(F)F)ccc1N1CCOCC1 (stereo unspecified)	-7%	?	0.4%	3	0	-4%	.	1%	5%	-8	.
COc1ccccc1NC(=O)c1ccc(NS(=O)(=O)c2ccc(F)c(Cl)c2)cc1	5%	-3	-1.0%	-2	-5	8%	?	0%	-1%	8	6
CN(C)Cc1ccccc1Sc1cccc2ccccc12	11%	15	0.0%	3	11	2%	-26%	0%	1%	-1	-9
O=C1CCCc2oc3ccc(O)cc3c21	-1%	-3	-0.1%	1	1	-7%	-5%	3%	-1%	-1	2
O=C(NN=C1CCCC1)C(=O)Nc1cccc(C(F)(F)F)c1	-4%	-3	0.3%	11	-5	-22%	-2%	-2%	-1%	-5	3
Cc1ccc(C(=O)NC(=S)Nc2ccc3c(c2)OCCO3)c(C)c1	-1%	-1	0.6%	11	-20	-5%	14%	0%	2%	-16	3
COC(=O)c1ccc(Cn2nc(-c3ccc(C)cc3)ccc2=O)cc1	.	?	-0.6%	9	1	-9%	-11%	-4%	3%	-5	-1
Cc1ccccc1Oc1cc(NC(=O)CCCn2nc(C)c([N+](=O)[O-])c2C)cc([N+](=O)[O-])c1	0%	?	-0.1%	5	-14	-1%	?	-2%	0%	2	0
CCOc1cc(/C=N/NC(N)=O)cc(Br)c1OCc1ccccc1	-6%	-1	-0.3%	17	3	54%[activator]	6%	0%	2%	6	2
CCOc1ccccc1NC(=O)Cn1nnc(C(=O)NCc2ccc3c(c2)OCO3)c1N	1%[0.46 µM]	10	-1.0%	-2	-9	14%	?	2%	5%	3	3
CCc1c(C)sc2nc3c(C(=O)N4CCOCC4)cc(C(=O)c4cc(F)ccc4O)cn3c(=O)c12	-4%	-1	0.2%	17	0	5%	5%	-13%	8%	-6	1
COCc1ccc(CN2CCC(n3nccc3NC(=O)C(OC)c3ccccc3)CC2)o1 (stereo unspecified)	0%	-6	0.3%	-2	-5	0%	.	1%	-2%	-6	.
COc1ccc(-n2nc(C(=O)NCC(=O)NCCCN3CCCCCC3)c3ccccc3c2=O)cc1Cl	5%	-2	-1.1%	7	2	17%	?	-21%	0%	-86*	-4
Cc1ccc(C(=O)NC(=S)Nc2cccc(NC(=O)c3ccccc3)c2)cc1[N+](=O)[O-]	5%	-1	-0.1%	17	-13	-9%	?	-1%	0%	-13	3
COc1cccc2c(=O)n(CC(=O)N3CCN(c4ccccc4)CC3)ccc12	-2%	0	-0.4%	0	7	19%	1%	2%	-1%	-5	3
CCOC(=O)C1=C(CC)Nc2ccccc2N=C1NC(=O)CCNC(C)=O	0%	-2	0.2%	-7	26	-2%	-13%	5%	9%	-1	-2
C=CCN1C(=O)C(CC(=O)NCC)SC1=Nc1ccc(S(N)(=O)=O)cc1 (stereo unspecified)	?	-1	0.0%	3	-17	-8%	10%	0%	0%	-2	4
CC(C)NC(=O)Nc1ccc(Br)cc1Cl	-14%	26	0.2%	8	-6	-3%	13%	2%	0%	-8	1
CC(C)(C)c1ccc(Oc2ccc(NC(=O)c3ccccc3C(=O)O)cn2)cc1	?	4	-0.5%	19	-24	0%	.	1%	.	-9	4
Cn1cnc(S(=O)(=O)Nc2ccc(C(F)(F)F)cc2)c1	0%	5	-0.3%	1	-9	-3%	20%	2%	-1%	-43	3
O=C(Nc1sc2c(c1C(=O)O)CCC2)c1ccccc1Cl	-2%	0	-0.2%	-18	-19	-22%	28%	0%	5%	6	-8
O=C(CN1CCCCCC1)N/N=C/c1cccs1	-3%	-1	-0.2%	9	-9	2%	-5%	1%	0%	-4	-1
CCNc1nc(Oc2ccccc2)nc(OC(C)C(=O)OCC)n1 (stereo unspecified)	-1%	2	-0.1%	5	2	-5%	-17%	4%	-2%	-4	-1

Next section, starting with the last two of the part before.
SMILES	PKM2 act	TRPV1 ag	B2AR arrestin	Giardia kill	hERG WT inh	MLL CXXC-DNA inh	Menin MLL FP TR	USP2a block	GALK inhibitor	KCNH2 3.1 block	Coupling enz
O=C(CN1CCCCCC1)N/N=C/c1cccs1	-3%	-1	-0.2%	9	-9	2%	-5%	1%	0%	-4	-1
CCNc1nc(Oc2ccccc2)nc(OC(C)C(=O)OCC)n1 (stereo unspecified)	-1%	2	-0.1%	5	2	-5%	-17%	4%	-2%	-4	-1
Cc1ccc(CN2C(=O)CCC2C(=O)NCc2ccc3c(c2)OCO3)cc1 (stereo unspecified)	-1%	-1	-0.6%	18	17	-4%	10%	1%	-2%	9	-1
CCCn1nc(C(=O)NNC(=O)C2CSC3(C)CCC(=O)N23)c2ccccc2c1=O (stereo unspecified)	.	0	0.1%	-5	-2	.	.	-6%	.	4	.
C=CCNC(=S)N1CCC(C(N)=O)CC1	2%	-1	-0.1%	5	2	2%	-5%	-5%	2%	1	0
CC1CN(Cc2cc(=O)oc3cc(O)ccc23)CC(C)O1 (stereo unspecified)	-14%	-8	5.5%	5	3	21%	-5%	4%	-1%	6	2
O=C1c2ccc(-c3ccc4c(c3)C(=O)N(CCO)C4=O)cc2C(=O)N1CCO	-2%	-3	-0.3%	1	8	10%	.	-2%	-4%	11	3
O=C(CCS(=O)(=O)c1ccccc1)Nc1ccc(N2CCOCC2)cc1	-1%	2	0.1%	2	0	-4%	-3%	1%	9%	-4	-1
COc1ccc(CC(=O)Nc2ccc(-c3csc(C)n3)cc2)cc1	1%	17	0.2%	-1	10	18%	-5%	-2%	-2%	10	0
Cc1ccc(NC(=O)CSc2nc(=O)cc(N)n2-c2ccccc2)cc1	-1%	2	-0.1%	-2	2	1%	-20%	1%	-4%	6	4
O=C(COC(=O)c1ccc(Br)o1)NCC1CCCCC1	.	.	-0.4%	2	-7	.	.	2%	.	-13	.
CC(=O)NS(=O)(=O)c1ccc(NC(=O)NC2CCCCC2)cc1	-8%	0	-0.1%	-6	4	1%	-8%	1%	-1%	6	2
O=C(c1cc(C2CC2)on1)N1CCCC(N2CCN(c3ccc(F)cc3)CC2)C1 (stereo unspecified)	.	4	-0.2%	14	23	-8%	.	5%	-7%	-4	.
Cc1ccc2nc(NC(=O)CSc3nncc(=O)n3N)sc2c1	-26%	-4	0.0%	-25	-8	22%	2%	7%	0%	5	-1

A different layout for some results above.
SMILES,PKM2 act,TRPV1 ag,B2AR arrestin,Giardia kill,hERG WT inh,MLL CXXC-DNA inh,Menin MLL FP TR,USP2a block,GALK inhibitor,KCNH2 3.1 block,Coupling enz
COc1ccc(CC(=O)Nc2ccc(-c3csc(C)n3)cc2)cc1,1%,17,0.2%,-1,10,18%,-5%,-2%,-2%,10,0
Cc1ccc(NC(=O)CSc2nc(=O)cc(N)n2-c2ccccc2)cc1,-1%,2,-0.1%,-2,2,1%,-20%,1%,-4%,6,4
O=C(COC(=O)c1ccc(Br)o1)NCC1CCCCC1,.,.,-0.4%,2,-7,.,.,2%,.,-13,.
CC(=O)NS(=O)(=O)c1ccc(NC(=O)NC2CCCCC2)cc1,-8%,0,-0.1%,-6,4,1%,-8%,1%,-1%,6,2
